14-3-3 PPI = modulators of 14-3-3 gamma protein binding, primary screen, biochemical, fluorescence polarization; 14-3-3 protein gamma (Homo sapiens), P61981; FP, 14-3-3gamma / TMR-pS259-Raf peptide binding; inhibition, % at 40 µM; hit rate 0.19% among 160,000; AID 422, 2006; in the data active means inhibition above about 30%;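 further: 0% = protein plus tracer without compound and 100% = blank with tracer alone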
Target sequence (P61981 whole entry, looked up): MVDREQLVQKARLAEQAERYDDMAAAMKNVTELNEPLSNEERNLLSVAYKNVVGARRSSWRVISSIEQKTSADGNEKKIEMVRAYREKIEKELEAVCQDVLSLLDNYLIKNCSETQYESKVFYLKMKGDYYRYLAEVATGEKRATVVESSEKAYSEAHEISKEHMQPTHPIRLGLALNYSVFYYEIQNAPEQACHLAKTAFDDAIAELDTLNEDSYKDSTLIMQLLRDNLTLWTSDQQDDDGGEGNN
The depositor's hits bear a star; & = joins results of further samples. Only part of the results is shown; count on the stated rates, not on these rows.

SMILES	14-3-3 PPI
O=C(O)c1cc(Sc2ccc(F)cc2)nc2ccccc12	-7.1
CN1CCN(c2cc(=O)n(C3CCCCC3)c(=O)[nH]2)CC1	-6.1
Cc1ccc(SCc2cc(=O)n3[nH]cnc3n2)cc1	-12.5
CC(=O)c1cccc(NC(=O)Nc2ccc3c(c2)N(C)C(=O)CS3)c1	-12.7
CCN1C(=O)CC(C(=O)Nc2ccc(F)cc2)SC1=Nc1cccc(OC)c1 (stereo unspecified)	3.1
COc1cccc(-c2cn3c4c(=O)n(C)c(=O)n(C)c4nc3n2-c2ccccc2)c1	-12.0
O=C(Nc1nc(-c2ccc3ccccc3c2)cs1)c1ccccc1Br	-15.5
CCOC(=O)C1CCN(C(=O)C2CCCCC2)CC1	9.0
O=C(CNC(=O)c1ccco1)NCC(=O)OCc1ccccc1Br	-2.5
CCOC(=O)c1sc(=NC(=O)c2ccc(S(=O)(=O)N3CCCc4ccccc43)cc2)n(C)c1C	-4.8
CCOc1cc2c(cc1OCC)C(c1ccc(O)c(OC)c1)NCC2 (stereo unspecified)	5.6
Cc1nnc(NC(=O)CSc2ncccn2)s1	-8.8
COc1ccc(OC)c(NS(=O)(=O)c2cc(Br)cc3c2N(C(=O)C2CC2)CC3)c1	-19.7
CCCCn1c(=NC(=O)c2cccc3ccccc23)c(C(=O)OCC)cc2c(=O)n3ccccc3nc21	-14.2
O=[N+]([O-])c1ccc(-c2nc(N3CCOCC3)c3ccccc3n2)cc1	4.8
CC1CN(c2c3c(c(C#N)c4nc5ccccc5n24)CCC3)CC(C)O1 (stereo unspecified)	-3.1
Cc1cc(Oc2ccc(-c3ccccc3)cc2)n2ncnc2n1	3.8
CC(C)c1ccc(NC(=O)c2cc(S(=O)(=O)NCCc3ccc(Cl)cc3)ccc2F)cc1	-8.8
Cc1cc2nc(-c3ccc(NC(=O)C(C)C)cc3)oc2cc1C	-10.9
CN1CCN(CCCNC(=O)c2cc(=O)[nH]c3ccc(S(=O)(=O)N4CCCCCC4)cc23)CC1	-10.2
CCOC(=O)C1CCCN(Cc2nc(N)nc(Nc3ccc(Cl)cc3)n2)C1 (stereo unspecified)	-7.0
Cc1cccc(CS(=O)(=O)c2ccc(C(=O)N3CCN(c4cc(C)ccc4C)CC3)cc2[N+](=O)[O-])c1	-3.1
Cc1nn2c(N)c(-c3ccccc3)cnc2c1-c1ccc(Cl)cc1	-24.8
CCOC(=O)c1ccc(Nc2c(CC)c(C)nc3ncnn23)cc1	-0.4
CCN(CC)C(=O)CCC(=O)Nc1ccc(C(=O)OC)cc1	-2.4
C1=CN2CCC1C(c1ccccc1)C2 (stereo unspecified)	-0.1
Cc1ccc(-c2cc(-c3ccccc3)nc(SCC(=O)Nc3ncccn3)c2C#N)cc1	-27.0
COc1ccc(CSc2nnnn2-c2ccccc2)cc1[N+](=O)[O-]	2.5
Cc1oc2cc(OCc3ccc(Cl)cc3)ccc2c(=O)c1Oc1ccccc1	-11.1
COc1ccc(C2CC(C(F)(F)F)n3nc(C(=O)Nc4cc(C)ccc4O)cc3N2)cc1 (stereo unspecified)	-9.7
O=C1NCCCCC1Nc1ccc(N2C(=O)C3CCCCC3C2=O)cc1[N+](=O)[O-] (stereo unspecified)	2.4
CCCCC(C(=O)Nc1ccccc1C)N1C(=O)C2C3c4ccccc4C(c4ccccc43)C2C1=O (stereo unspecified)	1.5
Cc1cccc2cc(C#N)c(SCC(=O)N3CCC(C)CC3)nc12	-25.7
CC(C)c1ccc(-c2csc(NC(=O)c3ccccc3Cl)n2)cc1	-85.3
CCS(=O)(=O)N1CCC(C(=O)NCCCN2CCN(C)CC2)CC1	0.3
Cc1ccc(NC(=O)CSc2nc3ccccc3c(=O)n2C2CCCC2)cc1Cl	-2.5
COc1ccccc1C1/C(=C(\O)c2ccc(C)cc2)C(=O)C(=O)N1Cc1cccnc1 (stereo unspecified)	-1.1
O=C1c2ccc(Br)cc2C(=O)N1c1ccc(Cl)cc1	14.3
Cc1ccc2nc(-c3cc(N=Cc4ccccc4O)ccc3Cl)oc2c1	-14.2
CC(C)Oc1ccccc1-c1nc(SCC(=O)O)n[nH]1	2.7

Structural class, the entries above containing bromine (four)
SMILES	14-3-3 PPI
O=C(Nc1nc(-c2ccc3ccccc3c2)cs1)c1ccccc1Br	-15.5
O=C(CNC(=O)c1ccco1)NCC(=O)OCc1ccccc1Br	-2.5
COc1ccc(OC)c(NS(=O)(=O)c2cc(Br)cc3c2N(C(=O)C2CC2)CC3)c1	-19.7
O=C1c2ccc(Br)cc2C(=O)N1c1ccc(Cl)cc1	14.3

(more compounds)
SMILES	14-3-3 PPI
CCOc1ccc(-n2c(=O)c3sccc3n(Cc3ccc(C)cc3)c2=O)cc1	-1.7
COc1ccc(NC(=O)C(C(C)C)N2C(=O)c3ccccc3C2=O)c(OC)c1 (stereo unspecified)	-25.4
O=C1C(c2ccc(F)cc2)N(CCc2ccc(Cl)cc2)C(=O)CN1C1CCCCC1 (stereo unspecified)	-0.1
COc1ccc(CCN2CC(C#N)=C3c4cc(OC)c(OC)cc4CCN3C2)cc1OC	-5.8
Cc1nc2ccccc2c(=O)n1/N=C/c1cn(-c2ccccc2)nc1-c1cccs1	2.9
COc1cc(OC)cc(C(=O)Oc2c(S(=O)(=O)c3ccccc3)c(C)nn2C(C)(C)C)c1	4.7
O=C(NCc1ccco1)C1CN(S(=O)(=O)c2ccccc2)CCN1S(=O)(=O)c1ccccc1 (stereo unspecified)	-1.4
Cc1nc(N2CCOCC2)c2c(C)c(C(=O)Nc3ccccc3Cl)sc2n1	-1.1
CC(C)c1ccccc1NC(=O)C(C(F)(F)F)C(F)(F)F	-9.8
CCCOC(=O)C1[C@H]2C(=O)N(CCCOC)C[C@]23C=C[C@H]1O3 (stereo partly specified)	-12.3
COc1ccc(CN2CCC(N3CCCCCC3)CC2)cc1	-2.3
CCCCCc1ccc(-c2ccc(-c3nc(-c4ccncc4)no3)cc2)cc1	-0.8
CC(=O)N1CCCc2cc(S(=O)(=O)Nc3ccccc3F)ccc21	-0.8
CCC(=O)Nc1cccc(-c2nc3ccccc3[nH]2)c1C	3.8
Nc1cc2nc[nH]c2cc1N	-11.0
COc1ccc(C(=O)CCN2CCCCC2)cc1	1.9
O=C(CSc1nnc(Cc2cc(=O)[nH]c(=O)[nH]2)n1-c1ccc(F)cc1)N1CCCCC1	-2.6
CCCCCCNC(=O)c1c(O)c2cccc3c2n(c1=O)CCC3	1.3
COc1ccccc1-n1c(=O)c2c3c(sc2n2cnnc12)CCC3	-14.0
COc1ccc(Br)cc1CN1C(=O)c2ccccc2C1C(=O)NC1CCC(C)CC1 (stereo unspecified)	-6.6
O=C(O)Cc1sc(-c2ccccc2)nc1-c1ccc(Br)cc1	-0.8
CCOc1cccc(C2CC(c3cccc(OC)c3)=NC(c3ccccc3F)N2)c1O (stereo unspecified)	0.7
c1ccc(-n2ncc3c(N4CCN(c5ccccn5)CC4)nc(N4CCCCCC4)nc32)cc1	-1.7
COC(=O)C1=C(C(=O)OC)SC(=C2C(=S)C(C)(C)N(C(=O)CN3C(=O)C4CCCCC4C3=O)c3cc(C)ccc32)S1 (stereo unspecified)	6.3
Cc1occc1-c1nnc(SCC(=O)NCc2cccs2)n1-c1ccc(F)cc1	-9.3
O=C(Nc1cccnc1Cl)c1cc(-c2ccc(F)cc2)on1	-9.3
CC(C)C(=O)Nc1nnc(-c2ccccc2)o1	0.2
Fc1ccc(-c2n[nH]c(=S)o2)cc1	-1.1
CC[n+]1oc(C)c2ccccc21	-14.3
CCOC(=O)C1=C(c2ccccc2)NC(=O)NC1c1ccccc1Br (stereo unspecified)	1.6
Clc1ccc2nc(-c3ccncc3)c(NC3CCCCC3)n2c1	-7.9
COc1ccccc1OCC(=O)Nc1ccc(S(=O)(=O)Nc2cc(C)nc(C)n2)cc1	-7.2
COc1cc(C2C3=C(CCCC3=O)Nc3ccc4ncccc4c32)ccc1OC(C)=O (stereo unspecified)	-4.4
Nc1c(Cl)ccc2c1C(=O)c1ccccc1C2=O	-60.7
Cc1ccc(-c2nnc3ccc(SCC(=O)Nc4cc(C)on4)nn23)cc1	-7.9
O=C(c1ccc(Cn2c(=S)[nH]c3ccc(Br)cc3c2=O)cc1)N1CCN(Cc2ccccc2)CC1	0.0
COc1cc(OC)cc(C(=O)Nc2cc(C(=O)Nc3cc(Cl)ccc3C)ccc2N2CC3CC(C2)c2cccc(=O)n2C3)c1 (stereo unspecified)	-7.5
CC1=C(C(=O)Nc2cccc(Cl)c2)C(c2ccc(C(C)C)cc2)NC(=O)N1 (stereo unspecified)	-1.0
O=C(Oc1ccc2ccccc2c1)c1ccncc1	2.7
O=[N+]([O-])c1ccc(-c2csc(=Nc3ccc(F)cc3)n2CCCCCCO)cc1	-9.4
O=c1[nH]ncc2c3ccccc3n(Cc3ccc(F)cc3)c12	-12.9
CCOc1ccc(-c2cn(S(=O)(=O)c3cccc4nsnc34)nc2N)cc1	4.3
COC(=O)CNC(=O)C1c2ccccc2Oc2ccccc21	0.3
Cc1ccc(S(=O)(=O)N2CCN(C(=O)c3cccs3)CC2)cc1	-0.3
CC(=O)N(C1=C(N2CCCC2)C(=O)c2ccccc2C1=O)c1cccc(I)c1	-7.4
CCOc1ccc(NC(=O)CN2CCN(CC(=O)Nc3ccc(F)c(F)c3)CC2)cc1	-5.9
CCc1ccccc1NC(=O)c1cc(S(=O)(=O)N2CCN(c3ccccc3Cl)CC2)ccc1F	-3.6
COCC(C)NC(=O)c1ccccc1OC(C)=O (stereo unspecified)	1.4
CC1CCCN(S(=O)(=O)c2cc(Cl)ccc2Cl)C1 (stereo unspecified)	-0.3
O=[N+]([O-])c1cc(F)c(N2CCCCCC2)cc1N1CCCCC1	-1.6
O=S(=O)(c1ccc(Cl)cc1)c1nc(-c2cccc(Br)c2)oc1N1CCCCC1	0.8
CCn1c(SCc2cccc(C(=O)O)c2)nnc1-c1ccccc1	-3.2
O=C(CCS(=O)(=O)c1nc(-c2ccc3c(c2)OCO3)cc(C(F)(F)F)n1)Nc1cccnc1	-45.9
O=c1oc2ccc(Cl)cc2cc1-c1cn(-c2ccccc2)c(=S)[nH]1	-41.0
COC(=O)C1=CN(Cc2cccs2)C=C(C(=O)OC)C1c1ccc(C)s1	-2.8
CCCSc1nc2c([nH]c3ccccc32)c(=O)n1-c1ccc(OC)cc1	2.0
COC(=O)c1ccc(C(=O)OC)c(NC(=O)CSc2nnc(-c3ccccc3Cl)o2)c1	3.5
O=C(OCCCN1CCCC1)C1(c2ccccc2)CCCC1	-3.3
COc1cc(C)c(C(C)C)cc1S(=O)(=O)NCCCn1ccnc1	-0.3
O=[N+]([O-])c1ccc2nc3c(c(Cl)c2c1)CCCC3	-7.7

(list continues)
SMILES	14-3-3 PPI
CCN(CC)C(=O)CSc1nc2ccccc2c(=O)n1CC1CCCO1 (stereo unspecified)	-7.4
N#Cc1c(SCC(=O)N2CCCCC2)nsc1SCC(=O)N1CCCCC1	-4.7&2.3
Cc1ccc(CNC(=O)C2CCN(c3nc4ccc(C)cc4[nH]3)CC2)cc1	-9.4
COc1ccc(OC)c(S(=O)(=O)N(C)CC(=O)N2CCc3ccccc3C2)c1	2.4
N#CCCn1c2ccccc2c2nc3ccccc3nc21	-5.7&-1.1
Cc1ccc(CNC(=O)CSc2nc(C)cc(C)c2C#N)cc1	-9.1
C=C(C)CNc1nc(-c2ccccc2)cs1	4.2
CCn1c(SCC(=O)NC2CCCCC2)nc2c(c1=O)SC(C)C2 (stereo unspecified)	0.3
CCn1nc(NC(=O)c2ccccn2)c2cc3cccc(C)c3nc21	-14.6
COc1ccc(N(C(C)C(=O)NCc2ccco2)S(C)(=O)=O)cc1 (stereo unspecified)	-13.4
CCN(CC)c1ccc(C2C(C(=O)Nc3cccc(C)n3)=C(C)NC3=C2C(=O)CCC3)cc1 (stereo unspecified)	-6.5
CCN(CC)c1ccc(Nc2nc(-c3c(C)nc4cc(C)ccn34)cs2)cc1	-4.7
COc1cc(C=C2N=C(SC)SC2=O)cc(Cl)c1OCc1ccccc1	-19.3
COc1ccccc1-n1cc(-c2ccc(C)cc2)nc1S(=O)(=O)CC(=O)Nc1ccccc1C(F)(F)F	-11.6
CCOc1ccccc1NC(=O)N1CCCC1C(=O)Nc1nnc(CC)s1 (stereo unspecified)	-3.0
O=C(c1ccccc1Cl)n1c(Cc2ccccc2)nc2ccccc21	0.3
CCN(CC)S(=O)(=O)c1ccc(C(=O)Nc2nc3c(ccc4ccccc43)s2)cc1	1.1
CN1C(=O)c2ccccc2C(C(=O)N2CCOCC2)C1c1cn(C)c2ccccc12 (stereo unspecified)	-12.2
O=C(c1ccc(Cl)c([N+](=O)[O-])c1)N1CCCC1	-7.2
O=C(Nc1nccs1)c1ccc(F)cc1	-14.1

Reformatted: results already given
| SMILES | 14-3-3 PPI |
| --- | --- |
| CCn1nc(NC(=O)c2ccccn2)c2cc3cccc(C)c3nc21 | -14.6 |
| COc1ccc(N(C(C)C(=O)NCc2ccco2)S(C)(=O)=O)cc1 (stereo unspecified) | -13.4 |
| CCN(CC)c1ccc(C2C(C(=O)Nc3cccc(C)n3)=C(C)NC3=C2C(=O)CCC3)cc1 (stereo unspecified) | -6.5 |
| CCN(CC)c1ccc(Nc2nc(-c3c(C)nc4cc(C)ccn34)cs2)cc1 | -4.7 |
| COc1cc(C=C2N=C(SC)SC2=O)cc(Cl)c1OCc1ccccc1 | -19.3 |

(further entries)
SMILES	14-3-3 PPI
COc1cccc(-c2noc(CCC(=O)NC3CCCCC3)n2)c1	5.7
COc1cc([N+](=O)[O-])ccc1N1C(=O)C2C3C=CC(CC3)C2C1=O (stereo unspecified)	-7.3
Cc1ccc(N(Cc2ccc(C(=O)Nc3cc(Cl)ccc3C)cc2)S(C)(=O)=O)cc1C	-7.4
COC(=O)CCn1nnc(-c2ccc(C(C)C)cc2)n1	-5.7
CCOC(=O)CNC(=O)Cn1cnc2c(nnn2-c2ccc(F)cc2)c1=O	-6.6
CCOC(=O)c1sc(C)c(C(=O)NCCCN2CCOCC2)c1N	-0.4&-6.7
COc1ccccc1NC(=O)N1CCN(c2ccccn2)CC1	-5.0&-3.7
O=C(O)C1CCCN(S(=O)(=O)c2ccccc2)C1 (stereo unspecified)	-6.9
CSc1nnc2c3cc(F)ccc3n(Cc3ccccc3)c2n1	112.8*
COc1ccc(C2CC3CC(c4ccccc4)N2O3)cc1 (stereo unspecified)	-2.5
